HADH2 inhib: qHTS Assay for Inhibitors of HADH2 (Hydroxyacyl-Coenzyme A Dehydrogenase, Type II); AID 886, 2007; 3-hydroxyacyl-CoA dehydrogenase type-2 (Homo sapiens), Q99714; recombinant HADH2, NADH fluorescence, beta-hydroxybutyryl-CoA; Potency, µM (top dose mostly 57.1 µM), without a hit: at the highest dose activity change, negative = inhibition, hits mostly inhibitors; 73,000 tested, 3.4% active; note: potency is the fitted concentration of half-maximal effect; % is set by controls: 0 for no effect and ±100 for the full control effect; nearly all actives have a fitted effect of over 60% in size; many of its hits are not listed in these tables
Target sequence (Q99714 whole entry, looked up, one chain of several): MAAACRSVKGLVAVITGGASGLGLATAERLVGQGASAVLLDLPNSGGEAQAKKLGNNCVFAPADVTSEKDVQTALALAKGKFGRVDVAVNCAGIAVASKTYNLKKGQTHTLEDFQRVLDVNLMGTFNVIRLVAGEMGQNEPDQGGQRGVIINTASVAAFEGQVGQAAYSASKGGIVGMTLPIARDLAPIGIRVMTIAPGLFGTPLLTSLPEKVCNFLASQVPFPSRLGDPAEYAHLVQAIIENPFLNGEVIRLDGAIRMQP
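Buffer 100 mM Tris-HCl pH 9.0/0.01% Tween-20; HADH2 20 nM; NAD+ 1 mM; beta-hydroxybutyryl-CoA 90 uM (all final). 15 min cpd preincubation, RT.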
CRE-bla Fsk: Cell signaling CRE-BLA (Fsk stim); CHO CRE-bla reporter (cAMP response element driving beta-lactamase), forskolin EC10, beta-lactamase ratio; Potency, µM (highest dose often 38.2 µM), for the others: top-dose activity change, negative = inhibition, actives largely listed as activators; 71,000 tested, 2.5% active; active = well fitted activation curve with a large enough effect in the signal ratio, with a control signal flat, not every such curve was filed as active; inconclusive = small, poorly fitted or top-dose-only effect, or effect the other way, or a change in a side signal; the % refers to the signal ratio; note: potency is the fitted concentration of half-maximal effect; % of control where 0% means no effect
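Beta-lactamase reporter under a cAMP responsive element in CHO cells; compounds tested in titration series against EC10 NKH 477, 3 h at 37 °C. Read-out: CCF4 FRET ratio 460nm/530nm (excitation 405nm) giving %Activity, fitted to AC50.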
15-hLO inh: qHTS Assay for Inhibitors of 15-hLO (15-human lipoxygenase) | purified 15hLO-1, xylenol orange hydroperoxide absorbance | Potency, µM (series often up to 57.1 µM), without a hit: at the highest dose activity change, negative = inhibition, usual class: inhibitors | 74,000 tested, 1.4% active; note: potency is the fitted concentration of half-maximal effect; % is set by controls: 0 for no effect and ±100 for the full control effect; nearly all actives have a fitted effect of over 55% in size
Target sequence (P16050 whole entry, looked up): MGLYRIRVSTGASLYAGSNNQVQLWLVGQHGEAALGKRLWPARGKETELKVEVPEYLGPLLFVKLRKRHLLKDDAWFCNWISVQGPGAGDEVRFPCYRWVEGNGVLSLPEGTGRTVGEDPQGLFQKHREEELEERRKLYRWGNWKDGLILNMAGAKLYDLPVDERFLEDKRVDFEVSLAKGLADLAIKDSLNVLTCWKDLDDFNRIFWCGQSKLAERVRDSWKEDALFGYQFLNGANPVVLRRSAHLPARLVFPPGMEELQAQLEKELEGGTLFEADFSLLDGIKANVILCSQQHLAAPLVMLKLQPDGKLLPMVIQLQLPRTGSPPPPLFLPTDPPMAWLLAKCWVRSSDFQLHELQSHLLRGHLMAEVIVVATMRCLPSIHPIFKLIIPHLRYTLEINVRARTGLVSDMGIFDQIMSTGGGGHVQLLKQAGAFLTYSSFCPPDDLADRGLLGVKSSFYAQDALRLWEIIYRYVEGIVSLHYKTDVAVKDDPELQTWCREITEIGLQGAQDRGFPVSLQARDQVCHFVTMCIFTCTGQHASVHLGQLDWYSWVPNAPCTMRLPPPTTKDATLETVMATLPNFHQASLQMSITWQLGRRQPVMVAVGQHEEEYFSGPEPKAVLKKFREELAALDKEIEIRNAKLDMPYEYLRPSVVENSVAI
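Inhibition is scored from a chromogenic endpoint. After 15 min enzyme-compound contact, arachidonic acid (50 uM final) reacts 6 min with 40 nM 15hLO-1 at room temperature, then Fe-XO reagent is added for 30 min and absorbance ratio recorded.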
Hsp90 Hop PPI: qHTS Assay for Disrupters of an Hsp90 Co-Chaperone Interaction; AlphaScreen TPR2A-His6 binding biotin-Hsp90 C-terminal peptide; Potency, µM (highest dose often 57 µM), for inactives: at the top dose activity change, negative = inhibition; 71,000 tested, 0.44% active; active = well fitted curve in either direction with a large enough effect; inconclusive = small, poorly fitted or top-dose-only effect, or another doubt; note: potency is the fitted concentration of half-maximal effect; % is set by controls: 0 for no effect and ±100 for the full control effect; many of its hits are not listed in these tables
ERK AVP inh: qHTS Assay for Inhibitors of the ERK Signaling Pathway using a Homogeneous Screening Assay. HEK293-V1b, vasopressin-stimulated pERK AlphaScreen. Potency, µM (top dose mostly 57.5 µM), for the others: at the highest dose activity, negative = inhibition, usual class: inhibitors. 72,000 tested, 0.99% active. AID 995, 2007; note: potency is the fitted concentration of half-maximal effect; % is set by controls: 0 for no effect and ±100 for the full control effect; nearly all actives have a fitted effect of over 55% in size
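qHTS, compounds titrated on V1b-expressing HEK293 cells. Preincubation 30 min at 37C, vasopressin 25 nM for 5 min, lysis 10 min, bead incubation 5 hr at room temperature.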
Luciferase inh: qHTS Assay for Inhibitors of Firefly Luciferase; purified firefly luciferase, luminescence, 8 min; Luciferin 4-monooxygenase (Photinus pyralis), P08659; 72,000 tested, 2.2% active; AID 411, 2009; Potency, µM (highest dose often 57.1 µM), for the others: at the highest dose activity change, negative = inhibition, most hits filed as inhibitors; note: potency is the fitted concentration of half-maximal effect; % is set by controls: 0 for no effect and ±100 for the full control effect; nearly all actives have a fitted effect of over 40% in size
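qHTS concentration-response profiling: light output of P. pyralis luciferase with luciferin and 10 uM ATP, imidazole buffer pH 7.2. Read by luminescence after 8-min room-temperature incubation.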
HBB splicing: qHTS Assay for Modulators of Hemoglobin Beta Chain Splicing; HBB splicing reporter cell assay, activation; EGFP reporter with mutant IVS2-654 intron; response scale: normalised to 500 nM splice-correcting PNA; Potency, µM (highest dose often 46.1 µM), for inactives: at the top dose activation, actives largely listed as activators; 65,000 tested, 0.06% active; note: potency is the fitted concentration of half-maximal effect; 0% is about no effect
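Compounds were applied for 2 days to HeLa EGFP-654 cells, 500/well in Optimem with 2% FCS. The reporter's EGFP is disrupted by mis-splicing of beta-globin intron IVS2-654. Readout: summed well GFP fluorescence from 488 nm laser scanning; reference was 500 nM antisense […] 654 PNA.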
Epigenetic mod: qHTS Assay for Epigenetic Modulators; mouse C127i GFP locus derepression, cytometry, 30 h; Potency, µM (doses to about 46.1 µM), without a hit: at the top dose GFP derepression (activation); 68,000 tested, 0.09% active; AID 597, 2007; note: % of control where 0% means no effect
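Locus derepression in mouse mammary C127i cells whose integrated CMV-GFP reporter is normally silent; GFP expression after 30 h compound treatment was quantified by counting fluorescent cells.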
Ub-GFP proteasome: Ubiquitin-GFP Assay; Ubiquitin-GFP reporter cells, proteasome inhibition, GFP fluorescence; response scale: untreated = 0%, 10 µM MG-132 = 100%; Potency, µM (top dose mostly 45.9 µM), for the others: top-dose activation (GFP accumulation), usual class: activators; 67,000 tested, under 10 active; AID 526, 2006; active = well fitted activation curve with a large enough effect, not every such curve was filed as active; inconclusive = small, poorly fitted or top-dose-only effect, or another doubt; inactive = no such curve, though single readings can be large or run the other way; note: potency is the fitted concentration of half-maximal effect
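GFP accumulation read-out: laser plate cytometry counting ubiquitin(G76V)-GFP-expressing U2OS cells after 4 hr compound exposure at 37 °C. Titrations spanned 46 uM to 2.9 nM; 0% = basal, 100% = 10 uM MG-132; concentration-response curves fitted.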
Tau filament bind: qHTS Assay for Tau Filament Binding. recombinant tau filaments, thioflavin S fluorescence, 15 h; filaments grown with octadecylsulfate alongside compound. 71,000 tested, 2% active. Potency, µM (highest dose often 57.1 µM), inactives show at the top dose activity change, negative = inhibition;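 note: potency is the fitted concentration of half-maximal effect; % is set by controls: 0 for no effect and ±100 for the full control effect; actives lower thioflavin S fluorescence by blocking filaments or displacing dye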
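Assay mix: 1 uM His-tagged tau, 30 uM sodium octadecylsulfate, thioflavine S dye in HEPES/NaCl/DTT buffer. Compound is added prior to the inducer. Fluorescence after 15 h at 37 C.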
DNA Pol III inh: qHTS Assay for Inhibitors of DNA Polymerase III Holoenzyme System. reconstituted DNA polymerase III holoenzyme replication, biochemical. Potency, µM (top dose mostly 57.1 µM), inactives show at the highest dose activity change, negative = inhibition. 71,000 tested, 0.25% active. AID 603, 2007; note: potency is the fitted concentration of half-maximal effect; % is set by controls: 0 for no effect and ±100 for the full control effect
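Reconstituted *E. coli* holoenzyme (0.35 nM Pol III, 1 nM beta, 154 nM SSB, 2 nM primase) was preincubated with compound for 15 min at RT. Synthesis on 1.4 nM ssM13Gori ran 35 min, then was stopped with PicoGreen/EDTA and read as dsDNA fluorescence.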
Starred values were filed as active, the others as inactive; u = inconclusive; x = no result given; [ ] = remark or other dose. Unless noted, calls come from the whole dose curve; as a rule, active = well fitted curve in the direction sought with a large enough effect; inconclusive = small, poorly fitted or top-dose-only effect, or another doubt; inactive = no such curve, though single readings can be large; an effect the other way counts as inactive or inconclusive.

Sequence of screens – 15-hLO inh | Luciferase inh | HBB splicing | CRE-bla Fsk | ERK AVP inh | DNA Pol III inh | Ub-GFP proteasome | Hsp90 Hop PPI | HADH2 inhib | Epigenetic mod | Tau filament bind
CCn1c(C(C)NC(=O)c2ccc(OC)c(OC)c2)nc2ccccc21 (centres undefined)
 : 7% | 2% | 0.9% | u | -2% | 1% | 2% | 2% | 5% | 0% | 3%
COc1cc(NS(=O)(=O)c2ccc(Br)cc2)c(OC)cc1NC(=O)c1ccco1
 : -16% | 1% | -0.3%[57.5 µM] | u | -1% | -1% | 1% | -24% | -18% | -1% | -23%
COc1ccc([N+](=O)[O-])c2c1CCN2C(=O)CC[C@H](N)C(=O)O
 : 2%[25.6 µM] | -4% | x | 7% | 10% | -1% | 8% | 0% | -8% | -1% | u
COc1ccc(S(=O)(=O)Cc2ccc(C(=O)N3CCCC3)o2)cc1
 : 5% | 2% | -1.1% | 10% | -6% | -5% | 0% | -5%[2.3 µM] | 3% | x | 2%
CCOc1ccc(-n2nnc3c(=O)n(CC(=O)N4CCCc5ccccc54)cnc32)cc1
 : 13% | 2% | -0.3% | 1% | x | -3% | -3% | -1% | 11% | x | 365%
COc1ccc(-c2cc(C(F)(F)F)nc(SCC(=O)N3CCOCC3)n2)cc1OC
 : 0% | 2% | 0.5% | u | u | -5% | -4% | -1% | -6% | -2% | 2%
CCn1c(=O)cc(SCC(=O)NCc2ccco2)c2ccccc21
 : 5% | -2% | -1.8% | u | 5% | -5% | 6% | 0% | 2% | 8% | 10%
NC(=O)C1(N2CCCCC2)CCN(C(=O)c2cccn3c(=O)c4cc(Cl)ccc4nc23)CC1
 : u | 0% | 1.4% | u | 1% | -3% | 14% | 1% | -26% | 3% | 9%
COC(=O)c1cccc(NC(=O)CSc2nnc(COc3cccc(C)c3)n2C)c1
 : -5% | 2% | x | -2% | -14% | -2% | -3% | -4% | 14% | 1% | 14%
COc1ccc(Cl)cc1NC(=O)C1CCCN(c2cc(C)nc3ncnn23)C1 (centres undefined)
 : 6% | 1% | x | u | -27% | -6% | 0% | -3% | 8% | 0% | 7%
COc1ccc(OC)c(CN2C(=O)CCC2(C)C(=O)NC2CCCCCC2)c1 (centres undefined)
 : -6% | 2% | -2.7% | u | 7% | -5% | -10% | -13% | -3% | 0% | -10%
N#CC1=C(N)OC2=C(C(=O)CCC2)C1c1ccccc1 (centres undefined)
 : 4%[11.4 µM] | 0% | -4.2%[0.0738 µM] | u | -17% | -4%[11.4 µM] | 18%[9.17 µM] | 4%[11 µM] | 5%[11.4 µM] | -2% | -7%[11.4 µM]
COc1ccccc1NS(=O)(=O)c1ccccc1C#N
 : 3% | 1% | 0.3% | -1% | -15% | -8% | -5% | 0% | -10% | 0% | 5%
CCOC(=O)c1sc(C)c2c1NC(C)(c1cccs1)NC2=O (centres undefined)
 : -5% | -1% | 5.3%[0.369 µM] | u | 0% | -8% | -4% | -4% | u | 1% | 4%
CN1CCN(c2nc(-c3ccccc3C(F)(F)F)nc3ccccc23)CC1
 : -1% | -2%[2.29 µM] | 0.1% | u | u | -7% | -2% | -7% | 0% | -3%[9.22 µM] | -8%
COCCNc1nc(C)nc2c1nc(-c1ccccc1)n2CCCN1CCCCC1C (centres undefined)
 : 3% | x | 0.9% | 5% | -9% | 0% | 4% | 1% | u | x | -2%
Cn1nnnc1SCC(=O)Nc1ccccc1N1CCOCC1
 : -1% | -40% | -0.1% | u | 5% | -4% | -5% | -1% | -8% | -1% | 1%
CC(C)CO/N=C1/C[C@@H](O)[C@@H](O)[C@@H]2[C@@H]3C(=O)N(Cc4ccccc4)C(=O)[C@H]3CC[C@@H]12
 : -5%[11.4 µM] | 0%[11.4 µM] | -1.1%[9.22 µM] | x | 19%[11.5 µM] | x | x | x | 0%[11.4 µM] | x | x
CN(C)c1nccc(Nc2ccccc2)c1C#N
 : 1% | 1% | -1.7% | u | 15% | 1% | -3% | 4% | 0% | 0% | 0%
COc1ccc2c(c1)c1ncn(CCN3CCCC3)c(=O)c1n2C
 : -5% | -1% | -0.7%[1.84 µM] | u | -11% | -7% | -7% | -2% | 25µM* | 4% | 46%
COc1ccccc1NC(=O)C(C/C=C(\C)Cl)C(C)=O (centres undefined)
 : 6% | 1% | -0.4% | -6% | -6% | 1% | -10% | -1% | -1% | -2% | 7%
COc1cc(O)c(C(=O)/C=C\c2ccc3c(c2)OCO3)c(OC)c1
 : -16%[11.4 µM] | -23%[11.4 µM] | 2.8%[9.22 µM] | x | 21%[11.5 µM] | x | x | x | -12%[11.4 µM] | x | x
Cc1onc(-c2ccccc2Cl)c1C(=O)N1CCN(C/C=C/c2ccccc2)CC1
 : -2% | 0% | -1.1%[9.22 µM] | -11% | -3% | 0% | 12% | -8% | -5% | -2% | -4%
O=S(=O)(c1cccc(C(F)(F)F)c1)N1c2ccccc2-n2cccc2[C@H]1c1cccnc1
 : -1%[11.4 µM] | 1%[11.4 µM] | 5.4%[9.22 µM] | 2%[7.6 µM] | u | -9%[11.4 µM] | -4%[9.17 µM] | -6%[11 µM] | 7%[11.4 µM] | 1%[9.22 µM] | 8%[11.4 µM]
O=C(CN(Cc1cccs1)C(=O)CSc1nnc(COc2ccccc2)o1)NC1CCCC1
 : 2% | -12% | -0.2%[57.5 µM] | -4% | -4% | -7% | 0% | -5% | 0% | 5% | -3%
CC(=O)Nc1cc2c(cc1C(C)=O)OCCO2
 : u | 2% | 0.0% | u | -7% | -5% | -3% | -3% | -13% | -2% | -4%
O=C(Nc1cccc(-c2nnc(-c3ccccc3)o2)c1)c1ccco1
 : 3% | 0% | -2.3%[0.369 µM] | -7% | -4% | 13% | x | 0% | 22% | 0% | 7%
Cc1ccc2cc(C#N)c(NCCNC(=O)C3CC3)nc2c1C
 : -4% | 0% | 2.5% | u | 25µM* | -5% | 1% | -2% | 46%[activator] | -1% | 16%
COCCCNC(=O)C1CCN(S(=O)(=O)c2c(C)noc2/C=C\c2ccc(OC)cc2)CC1
 : -6% | 0% | -1.5% | u | 9% | -2% | -9% | -1% | u | 26% | 13%
COc1cc2[nH]c(=O)n(CCC(=O)N3CCc4ccccc4C3)c(=O)c2cc1OC
 : 2% | 0% | -0.3% | -1% | 7% | -2% | -12% | -1% | -12% | 2% | 11%
CS(=O)(=O)c1ccc([C@H](O)[C@H](CF)NC(=O)C(Cl)Cl)cc1
 : 4%[25.6 µM] | 10%[25.5 µM] | 1.4%[20.6 µM] | -1%[17.1 µM] | 15%[25.7 µM] | -5%[25.6 µM] | -1%[20.5 µM] | u | 10%[25.6 µM] | -1%[20.6 µM] | -4%[25.6 µM]
CCCn1c(=O)c2ccccc2n2c(Sc3nnnn3-c3ccccc3)nnc12
 : 0% | 2% | -1.2% | -15% | -11% | -3% | 0% | -3% | -3% | 0% | 5%
O=C1c2oc3ccccc3c(=O)c2C(c2cccnc2)N1CCCN1CCOCC1 (centres undefined)
 : 6% | 1% | 0.4%[57.5 µM] | 2% | 3% | 6% | -3% | -6% | -1% | -4% | -8%
COCc1cc(C)nc(N2CCc3ccccc32)c1C#N
 : -3% | 0% | -0.5% | u | 57%[activator] | 0% | 0% | u | -12% | -3% | -2%
c1ccc(-n2ncc3c(NCCN4CCCCC4)ncnc32)cc1
 : -26% | -12% | 4.5% | 4% | 15% | -6% | 10% | -15% | 2% | 0% | 31%
CC(=O)NC1=NC(=O)CS1
 : 3% | 6% | -0.1% | 8% | 19% | 1% | 8% | -3% | 2% | 0% | 7%
NC(=O)C1(N2CCCCC2)CCN(c2ccc3nnc(-c4ccccc4)n3n2)CC1
 : u | -1% | -0.5% | u | 17% | -4% | 9% | u | u | 0% | 7%
O=C(CSc1nnc(-c2ccncc2)n1Cc1ccco1)OC1CCCCC1
 : -3% | 0% | -3.5% | -3% | -12% | 0% | 9% | -2% | 7% | 2% | -4%

Some of the compounds tested; the hit share may differ from the screen's.
